# High-throughput results: PubChem BioAssay, NCI
# Growth percent in the NCI-60 one-dose screen (48 h, 10 µM unless noted): 100 = growth as untreated, 0 = no growth, -100 = all killed.
# MDA-MB-231 – MDA-MB-231 breast cancer. 81,000 tested, 5% active. AID 1794789
# MDA-MB-468 – MDA-MB-468 breast cancer | 78,000 tested, 8.5% active | AID 2202374
# K-562 – K-562 leukemia; 78,000 tested, 7.4% active; AID 1794777
# SR – SR leukemia cells; 73,000 tested, 8.7% active; AID 1794780
# RPMI-8226 – RPMI-8226 leukemia cells | 77,000 tested, 7.5% active
# MOLT-4 – MOLT-4 leukemia cells. AID 1794779. 80,000 tested, 6.9% active
# CCRF-CEM – CCRF-CEM leukemia. 77,000 tested, 7% active
# MCF7 – MCF7 breast cancer; 82,000 tested, 6.3% active; AID 1794796
# An asterisk follows results filed as active; nt = not tested or not shown; & = joins results of further samples. How the source made its calls: active means growth percent below 10; inactive means the rest. Compounds were not picked by outcome; 14% or so of the library scored in one or more.
SMILES,MDA-MB-231,MDA-MB-468,K-562,SR,RPMI-8226,MOLT-4,CCRF-CEM,MCF7
C=C1C(=O)O[C@H]2[C@H]1CC/C(COC(=O)/C=C\C(=O)NC)=C\CC[C@@]1(C)O[C@@H]21,108,103,106,100,115,101,113,97
CCCC(NC(=O)C(C)NC(=O)c1cccc(N2C(=O)/C(=C/c3ccccc3)SC2=S)c1)C(=O)O (configuration not stated),103,98,86,nt,98,92,102,96
Cn1c2ccccc2c2nnc(N/N=C/c3cccs3)nc21,98,113,103,nt,99,101,107,57
CC1(C)CC[C@]23CC[C@]4(C)[C@H](CC[C@@H]5[C@@]6(C)C/C(=C/c7ccncc7)C(=O)C(C)(C)[C@@H]6CC[C@]54C)[C@H]2[C@H]1OC3,66,91,70,57,50,50,44,55
C=C1C(=O)O[C@H]2[C@H]1CC/C(CNC(=O)/C=C/c1ccccc1)=C\CC[C@@]1(C)O[C@@H]21,-15*,-30*,1.5*,6.1*,-10*,-26*,1.8*,-22*
CNC(=O)c1c(C)oc2cc(Oc3ncnc4cc(OC)c(OC)cc34)ccc12,101,106,88,86,105,86,86,98
COc1cc(/C=C/c2cc(/C=C/c3ccc(O)c(OC)c3)n(C(=O)Nc3ccc(C)cc3)n2)ccc1O,20,-29*,2.3*,-15*,-14*,0.1*,0.4*,6.3*
O=C1C=CC(=O)N1C1CCCCCCCCCCC1,100,nt,-2.1*,5.7*,31,6.5*,-11*,70
CCCCNS(=O)(=O)c1ccc(NC(=O)c2ccc3ccccc3c2O)c([N+](=O)[O-])c1,92,97,98,93,98,105,128,96
O=C(Cc1ccccc1)NC(CSSCC(NC(=O)Cc1ccccc1)C(=O)O)C(=O)O (configuration not stated),95&116,117,105&103,94&111,123&98,101&102,95,86&96
CC1(C)CN(c2cnc(C(=O)Nc3cc(F)cc4cccnc34)cn2)CCN1,58,18,36,7.3*,76,39,44,9.2*
O=C(COc1ccc(-c2nc3ccc([N+](=O)[O-])cc3[nH]2)cc1)N=Nc1c(O)[nH]c2ccc(Cl)cc12,93,110,80,53,102,66,57,84
O=C1OC(=O)C2C3OC(C(Br)C3Br)C12 (configuration not stated),109,113,104,107,107,84,105,91
Cc1cc(C)c(C)c(C(=O)OC(C)C)c1C,102,100,93,68,114,86,114,102
CC(C)C1(C)NC(=O)NC1=O (configuration not stated),103,98,107,111,113,112,nt,106
COc1ccccc1C(=O)c1ccccc1Cc1cccc2ccccc12,66,nt,97,100,122,79,110,76
O=S(=O)(NCCNc1cc(-c2cn(-c3ccccc3)nc2-c2cccc(O)c2)ccn1)c1ccccc1,28,34,9.6*,12,33,25,28,37
O=C(CCN1C(=O)/C(=C/c2ccc(O)cc2)SC1=S)Nc1cccc(O)c1,84,nt,97,86,88,99,87,97
COc1cc(/C=N/NC(=S)NNC(=S)NCc2ccco2)cc(OC)c1OC,89,93,110,102,94,109,96,97
CCN1CCN(Cc2ccc(NC(=O)c3cc4ccc5cccnc5c4[nH]3)cc2)CC1,86,109,92,89,90,100,92,94
CC[C@H](c1ccc(F)cc1)[C@@H](CC)c1ccc(O)c(O)c1,108,67,84,64,73,74,91,112
Cc1ccc(S(=O)(=O)N/N=C/c2ccccc2Cl)cc1,123,nt,90,110,114,91,102,107
O=C1CCN(C(=O)Cc2ccccc2)c2ccccc21,120,108,104,89,106,88,97,103
O=P(O)(O)OCC1OC(n2cnc3c(NCc4ccco4)ncnc32)C(O)C1O (configuration not stated),-21*,-67*,63,27,-24*,16,-31*,0.6*
O=c1[nH]c2ccccc2cc1CNc1ccc(Nc2nccc(-c3ccc(Cl)cc3)n2)cc1,82,55,45,27,61,33,60,68
CN(C)c1ccc(-n2nc3ccccc3n2)cc1,85,nt,70,nt,357,83,nt,90
CCCC1OC(c2ccc(C(C)C)cc2)OCC1CC (configuration not stated),107,98,102,92,104,93,96,95
NC(=S)N/C=C\c1nc2ccccc2[nH]c1=O,105,94,98,77,97,99,98,102
Nc1nc(Cl)c2c(ncn2Cc2ccc(CCl)cc2)n1,88,nt,117,83,34,103,1.6*,73
COc1ccc(Cl)cc1Nc1nc(C(F)(F)F)ccc1C(=O)N/N=C/c1ccccc1Cl,-7.5*,nt,2.4*,-15*,-57*,3.1*,7.1*,-8.7*

# A draw from above in order of SMILES length, high to low.
SMILES,MDA-MB-231,MDA-MB-468,K-562,SR,RPMI-8226,MOLT-4,CCRF-CEM,MCF7
O=c1[nH]c2ccccc2cc1CNc1ccc(Nc2nccc(-c3ccc(Cl)cc3)n2)cc1,82,55,45,27,61,33,60,68
O=P(O)(O)OCC1OC(n2cnc3c(NCc4ccco4)ncnc32)C(O)C1O (configuration not stated),-21*,-67*,63,27,-24*,16,-31*,0.6*
CC[C@H](c1ccc(F)cc1)[C@@H](CC)c1ccc(O)c(O)c1,108,67,84,64,73,74,91,112
Nc1nc(Cl)c2c(ncn2Cc2ccc(CCl)cc2)n1,88,nt,117,83,34,103,1.6*,73
CCCC1OC(c2ccc(C(C)C)cc2)OCC1CC (configuration not stated),107,98,102,92,104,93,96,95
CN(C)c1ccc(-n2nc3ccccc3n2)cc1,85,nt,70,nt,357,83,nt,90

# Going on with the list.
SMILES,MDA-MB-231,MDA-MB-468,K-562,SR,RPMI-8226,MOLT-4,CCRF-CEM,MCF7
Nc1ccc(C2(c3ccccc3)Nc3ccccc3S2)cc1 (configuration not stated),83,102,100,81,75,56,84,104
CC(O)C(O)C(N)CC=O (configuration not stated),111,nt,74,74,105,77,91,97
O=C1c2nccnc2C(=O)N1c1c(Cl)cc(Cl)cc1Cl,93,118,110,nt,96,99,95,96
COc1cc(C2CC(c3ccc(Oc4ccc(Cl)cc4)cc3)=NN2c2nc(-c3ccc(Cl)cc3)c(C#N)c(N3CCOCC3)n2)cc(OC)c1OC (configuration not stated),100,107,98,88,104,105,111,85
O=C(CSc1nc2sc3c(c2c(=O)n1Cc1ccccc1)CCCC3)Nc1ccc(Cl)cc1,91,106,115,89,96,98,94,91
C#Cc1nc(C(=O)NCCC(=O)Nc2ccc(NC(=O)c3ccc(/C=C/C(=O)c4nccn4C)cc3)cc2)cs1,5.1*,21,9.0*,0.9*,-33*,20,-21*,8.5*
O=C(O)C1CCC(=O)N1C(=O)OCc1ccccc1 (configuration not stated),112,106,92,89,89,nt,102,92
Nc1c(C(=O)c2ccc(Cl)s2)sc2nc3c(cc12)CCCC3,108,69,101,97,91,100,100,41
Clc1ccc(Sc2nc(NC3CCCCCC3)nc(Sc3ccc(Cl)cc3)n2)cc1,86,95,97,95,81,88,99,91
O=C(NCC(=O)N1CCCC1)N/N=C/c1ccccc1O,84,100,102,95,105,99,nt,98
COc1cc2nc(Sc3ncccc3C(=O)O)n(-c3ccccc3)c(=O)c2cc1OC,93,nt,nt,90,92,99,101,101
N#Cc1nnc2cc(-c3ccccc3)nn2c1-c1ccco1,nt,76,102,nt,102,106,86,56
O=C(Nc1ccccc1C(=O)N/N=C/c1cc2ccccc2cn1)c1ccc(F)cc1,65,71,49,34,59,47,34,57
C=C(C)[C@@H]1CC[C@]2(COS(C)(=O)=O)CC[C@]3(C)[C@H](CC[C@@H]4[C@@]5(C)CCCNC(C)(C)[C@@H]5CC[C@]43C)[C@@H]12,92,50,1.1*,-1.1*,45,29,71,3.5*
Brc1cc(-c2cc(-c3ccc4c(c3)OC=CO4)[nH]n2)cs1,81,30,41,61,81,79,90,25
CCC1CCCC/C1=N\Nc1ccc([N+](=O)[O-])cc1[N+](=O)[O-] (configuration not stated),95,109,98,89,109,89,106,88
Cc1cccc(C)c1NC(=O)NS(=O)(=O)c1ccccc1,113,81,116,108,104,114,101,101
COC(=O)C1(C)CC1(c1ccccc1)c1ccccc1 (configuration not stated),106,99,93,94,97,83,95,106
C/C(=N\O)C1CC[C@]2(C)[C@@H]1CC[C@@H]1[C@@]3(C)CC/C(=N/O)C(C)(C)[C@@H]3CC[C@]12C (some centres not stated),110,93,92,95,97,87,94,98
O=C1C(=O)c2ccccc2C(O)=C1CCCc1ccc(C2CCCC2)cc1,57,nt,19,-49*,7.4*,14,24,33
COc1cc2ncnc(Oc3ccc(NC(=O)Nc4cnn(C(C)C)c4)c4ccccc34)c2cc1OC,88,105,nt,99,101,90,100,87
NS(=O)(=O)c1ccc(N/N=C(\CS(=O)(=O)c2ccccc2)c2cc3cc(Br)ccc3o2)cc1,92,107,105,114,98,111,102,90
O=c1[nH]cnn1-c1ccccc1,107,103,100,nt,98,nt,94,93
COC1=CC2C(C)(O)c3ccccc3N3C(=O)COC23C=C1 (configuration not stated),98,97,97,100,90,88,88,97
COc1ccc(NC(=O)CSC(N)=O)cc1,101,133,117,118,95,88,97,93
CCOc1ccccc1N1C(=O)CC(Sc2ccccc2N)C1=O (configuration not stated),99,103,97,103,75,101,78,84
CCN(CC)CCC(CN=C(N)N)c1ccccc1 (configuration not stated),118,105,113,114,104,116,92,90
CN(C)c1ccc(/C=N/NC(=O)c2cnc3n(c2=O)CCCCC3)cc1,102,94,115,116,nt,112,101,94
Cc1c(N(C)C)c(=O)n(-c2ccccc2)n1C,111&97,110&89,109&128,95&126,105&110,99&115,104&103,104&102
COc1ccc(-c2nc(-c3nc4ccc(OC)cc4[nH]3)cc3c2[nH]c2ccccc23)cc1,60,60,16,34,-28*,47,11,32

# Compound profiles, as listed above. Order of screens: MDA-MB-231, MDA-MB-468, K-562, SR, RPMI-8226, MOLT-4, CCRF-CEM, MCF7
# `CC[C@H](c1ccc(F)cc1)[C@@H](CC)c1ccc(O)c(O)c1` as listed: 108, 67, 84, 64, 73, 74, 91, 112
# `CCCCNS(=O)(=O)c1ccc(NC(=O)c2ccc3ccccc3c2O)c([N+](=O)[O-])c1` as listed: 92, 97, 98, 93, 98, 105, 128, 96

# As entered above.
# RPMI-8226, `O=C(CSc1nc2sc3c(c2c(=O)n1Cc1ccccc1)CCCC3)Nc1ccc(Cl)cc1` = 96
# K-562, `COc1ccccc1C(=O)c1ccccc1Cc1cccc2ccccc12` = 97
# MCF7, `CC1(C)CC[C@]23CC[C@]4(C)[C@H](CC[C@@H]5[C@@]6(C)C/C(=C/c7ccncc7)C(=O)C(C)(C)[C@@H]6CC[C@]54C)[C@H]2[C@H]1OC3` = 55

# Continued.
SMILES,MDA-MB-231,MDA-MB-468,K-562,SR,RPMI-8226,MOLT-4,CCRF-CEM,MCF7
O=c1c2ccccc2nc(-c2ccccc2)n1/N=C/c1ccc2ccccc2c1,nt,67,27,11,39,19,52,34
COc1ccc(NC(=O)COCCOCCNC[C@@H]2C(=O)O[C@H]3[C@H]2CC/C(COC(=O)OC/C2=C/CC[C@@]4(C)O[C@H]4[C@H]4OC(=O)[C@@H](CN(C)C)[C@@H]4CC2)=C\CC[C@@]2(C)O[C@@H]32)c(O)c1C(N)=O,22,-19*,5.5*,0.5*,38,-5.2*,-9.7*,19
COc1ccc(C2SC(C)C(=O)N2NC(=O)c2[nH]c3ccc(F)cc3c2-c2ccccc2)cc1 (configuration not stated),93,90,73,67,nt,60,79,86
NNC(=O)COc1ccc(-c2nc3ccc([N+](=O)[O-])cc3[nH]2)cc1,68,98,83,89,95,74,81,76
c1ccc(C[C@H]2CNCc3ccccc32)cc1,96,103,62,63,102,97,115,92
Cc1ccc(C)c2c1SC1=NNC(Nc3ccccc3)=C(C#N)C(=N)N12,104,114,100,105,102,99,98,100
Cc1cc(C)c(S(=O)(=O)O)cc1N,98,nt,106,76,89,71,82,90
Clc1ccc(N=Cc2ccc3c(c2)OCO3)c(Cl)c1,110,99,81,93,93,76,76,87
CCSC(SCC)C(OC(C)=O)C(OC(C)=O)C(COC(C)=O)OC(C)=O (configuration not stated),nt,102,113,100,94,109,100,98
CC(=O)OC[C@H]1OC(Sc2sc(C(=O)c3ccc(Br)cc3)c(N)c2-c2nc3ccccc3s2)[C@H](OC(C)=O)[C@@H](OC(C)=O)[C@@H]1OC(C)=O (some centres not stated),10,71,66,nt,43,nt,44,63
COc1ccc(C(=O)CSc2nccc(Nc3ccc(S(=O)(=O)Nc4nccs4)cc3)n2)cc1,101,97,107,97,108,106,116,97
Cc1cnc2c(N)cc(C)c(C)c2c1,96,106,114,106,102,107,92,90
O=C(Nc1ncc(Cc2cc(Cl)ccc2Cl)s1)c1cccs1,80,18,nt,23,57,63,50,33
COc1ccc(OCc2ccccc2)cc1,104,96,105,73,nt,75,nt,94
C=CCOC(=O)C(C(=O)Cc1ccccc1)c1ccccc1 (configuration not stated),103,111,106,93,nt,93,98,106
Cc1ccc(C2=CCCCC2)cc1,106,96,115,100,102,109,104,94
O=C(CNNC(=O)c1ccncc1)Nc1ccc(S(=O)(=O)c2ccc(NC(=O)CNNC(=O)c3ccncc3)cc2)cc1,100,112,105,106,111,106,101,107
COC(=O)/C(=C/c1ccccc1)CBr,109,100,98,104,106,95,95,103
CCN(CC)CCCC(C)n1c2nc(=O)[nH]c(=O)c-2nc2cc(Cl)ccc21 (configuration not stated),100,65,91,81,nt,89,91,81
C=CCNC(=O)OC,112,108,97,84,106,88,101,99
COc1cc2oc(-c3cccc(C(=O)Nc4ccc(Cl)cc4)c3)cc(=O)c2c(OCCNC(=O)CN)c1OC,58,60,22,44,17,30,28,41
Cn1c(=O)c2c(nc(Br)n2CC(=O)Nc2ccccc2)n(C)c1=O,93,86,107,112,123,98,101,90
CCCOCC(O)CNCCN (configuration not stated),98,106,99,99,101,115,98,97
CC(C)Cc1ccc(C(C)C(=O)NCc2c[nH]c3ccc(Cl)cc23)cc1 (configuration not stated),82,81,71,80,78,66,74,90
O=C(NC(Cc1ccccc1)C(=O)O)OCc1ccccc1 (configuration not stated),113,98&107,108&120,99,109&104,96&98,101&99,101&105
COc1ccc(/C=c2/c(=O)n(-c3ccccc3)c3nn4c(-c5ccc(Cl)cc5)nnc4n23)cc1,88,110,98,104,102,97,103,102
N=c1sccn1/N=C/c1cccnc1,100,104,105,99,114,105,103,93
CCCCCCCCCCCCCCCCCCCCCCCCCC(=O)OCCCCCCCCCCCCCC,117,106,101,99,103,99,101,99
